Artemis endo inh – Artemis endonuclease inhibitors, primary screen, biochemical, fluorescence intensity, FAM/BHQ-1 hairpin substrate; Protein artemis (Homo sapiens), Q96SD1; recombinant Artemis, quenched FAM hairpin cleavage fluorescence; inhibition, % at 10 µM; 30,000 tested, 0.78% active; AID 686954, 2013;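 active = at 10 µM dose, at least 30% inhibition, measured as corrected fluorescence normalized to stimulator and neutral control wells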
Target sequence (Q96SD1 whole entry, looked up): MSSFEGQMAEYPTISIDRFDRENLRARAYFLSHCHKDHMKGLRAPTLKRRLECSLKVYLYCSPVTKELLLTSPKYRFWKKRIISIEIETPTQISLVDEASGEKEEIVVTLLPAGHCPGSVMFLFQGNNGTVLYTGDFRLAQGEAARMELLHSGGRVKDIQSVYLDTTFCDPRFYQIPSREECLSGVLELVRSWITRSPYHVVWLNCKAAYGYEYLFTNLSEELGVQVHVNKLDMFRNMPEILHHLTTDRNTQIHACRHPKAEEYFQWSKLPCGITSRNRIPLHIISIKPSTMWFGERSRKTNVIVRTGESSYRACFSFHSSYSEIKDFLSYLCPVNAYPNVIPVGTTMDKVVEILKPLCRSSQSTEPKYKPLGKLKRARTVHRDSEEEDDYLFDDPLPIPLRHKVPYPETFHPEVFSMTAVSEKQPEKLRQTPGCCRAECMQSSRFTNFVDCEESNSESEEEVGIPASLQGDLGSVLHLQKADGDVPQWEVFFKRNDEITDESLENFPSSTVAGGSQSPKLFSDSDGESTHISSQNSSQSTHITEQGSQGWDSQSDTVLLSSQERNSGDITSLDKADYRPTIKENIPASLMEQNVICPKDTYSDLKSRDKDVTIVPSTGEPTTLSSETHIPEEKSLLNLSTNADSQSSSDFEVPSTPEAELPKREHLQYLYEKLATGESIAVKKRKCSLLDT
The depositor's hits bear a star. A portion of the library (hit frequency here may not be typical).

A first look, 6 compounds:
SMILES | Artemis endo inh
c1ccc(N2CCN(c3nc(NCc4ccco4)c4ccccc4n3)CC2)cc1 | 25
O=c1c2ccccc2[nH]c(=S)n1CC1CCCO1 (configuration not stated) | -5
c1csc(-c2ccc3ccccc3n2)c1 | -7
O=S(=O)(O)c1nc2ccccc2n1Cc1ccc(Cl)cc1Cl | 10
CCOC(=O)c1c(C)nc(-c2ccccc2)nc1NC(C)=O | -1
COC(=O)c1cc(NC(=O)CC2C(=O)NCCN2C(=O)c2ccccc2)cc(C(=O)OC)c1 (configuration not stated) | -9

Results (from the top)
SMILES | Artemis endo inh
c1ccc(N2CCN(c3nc(NCc4ccco4)c4ccccc4n3)CC2)cc1 | 25
O=c1c2ccccc2[nH]c(=S)n1CC1CCCO1 (configuration not stated) | -5
c1csc(-c2ccc3ccccc3n2)c1 | -7
O=S(=O)(O)c1nc2ccccc2n1Cc1ccc(Cl)cc1Cl | 10
CCOC(=O)c1c(C)nc(-c2ccccc2)nc1NC(C)=O | -1
COC(=O)c1cc(NC(=O)CC2C(=O)NCCN2C(=O)c2ccccc2)cc(C(=O)OC)c1 (configuration not stated) | -9
Cc1ccc(NCN2C(=O)c3ccccc3C2=O)c(C)c1 | -9
O=C(NNC(=O)c1cc2cc3ccccc3nc2s1)c1cccc(C(F)(F)F)c1 | 9
Cc1ccc(S(=O)(=O)NC(CC(=O)n2nc(C)cc2C)c2ccccc2)cc1 (configuration not stated) | 0
Cc1cccc(OCC(O)CN2CCN(C3CCCCC3)CC2)c1 (configuration not stated) | -6
CCN(CC)CCN=C1CCCc2ccccc2N1 | -9
CCC(C)(C)n1nnnc1CN(Cc1ccco1)Cc1cc2cc3c(cc2[nH]c1=O)OCO3 | 21
COC(=O)CCC(=O)Nc1ccccc1C(=O)Nc1ccccc1 | -7
CCn1c(SCC(=O)Nc2ccccc2N2CCOCC2)nnc1-c1ccccc1O | -8
CC(Sc1nc2nn(-c3ccccc3)c(=O)c-2c2n1CCCCC2)C(N)=O (configuration not stated) | -6
CCOc1cc(CN2CCN(C(=O)c3ccco3)CC2)ccc1OC | 23
CCOc1cccc(CNc2ccc(O)cc2)c1OCc1ccc(Cl)cc1 | 5
Cc1ccc(CN2CC(C(=O)Nc3cc(S(C)(=O)=O)ccc3Cl)CC2=O)cc1 (configuration not stated) | -4
Cc1oc2c(c1C(=O)c1ccc(Cl)cc1)C(=O)C(=O)c1ccccc1-2 | 50*
O=C(Cc1cccs1)Nc1ccc(N2CCOCC2)cc1 | -4

In another format: results already given.
> CCn1c(SCC(=O)Nc2ccccc2N2CCOCC2)nnc1-c1ccccc1O
  Artemis endo inh: -8
> CC(Sc1nc2nn(-c3ccccc3)c(=O)c-2c2n1CCCCC2)C(N)=O (configuration not stated)
  Artemis endo inh: -6
> CCOc1cc(CN2CCN(C(=O)c3ccco3)CC2)ccc1OC
  Artemis endo inh: 23
> CCOc1cccc(CNc2ccc(O)cc2)c1OCc1ccc(Cl)cc1
  Artemis endo inh: 5

(continued)
SMILES | Artemis endo inh
CC1Cc2ccccc2N1S(=O)(=O)c1cccc(C(=O)OCC(=O)NC2CCS(=O)(=O)C2)c1 (configuration not stated) | -8
c1cnc2c(SCc3ccc(-c4nnco4)cc3)cccc2c1 | 1
COc1cc(NC(=O)CN(c2ccc(C)cc2)S(=O)(=O)c2c(C)n[nH]c2C)cc(OC)c1 | 6
CC(=O)OC1COC(N2CCc3cc([N+](=O)[O-])ccc32)C(OC(C)=O)C1OC(C)=O (configuration not stated) | -5
O=C(c1scc2c1CCCC2)N1CCOCC1 | 6
Cc1cc(=O)[nH]c(SCC(=O)N2CCCCCC2)n1 | 1
O=C(NC1CCCCC1NC(=O)c1ccco1)c1ccco1 (configuration not stated) | -2
CC(C)Sc1nc2c(c(=O)[nH]c(=O)n2C)n1Cc1ccc(Cl)cc1 | 6
COc1ccc(C(=O)CSc2nn3c(=O)c(C(C)(C)C)nnc3s2)cc1 | 0
Cc1ccc(OCCCN2C(=O)C(=O)c3cccc(C)c32)cc1 | 12
O=S(=O)(N1CCCCCC1)N1CCN(S(=O)(=O)N2CCOCC2)CC1 | 13
COc1ccc(S(=O)(=O)N2CCC(C(=O)NC3CC3)CC2)cc1Cl | -6
CCOc1ccc(/C(O)=C2\C(=O)C(=O)N(CCN(C)C)C2c2cc(OC)ccc2OC)cc1Cl (configuration not stated) | -5
CCCCOc1ccc(C(=O)N/C(=C\c2cccc([N+](=O)[O-])c2)C(=O)OCCC)cc1 | -1
Cc1ccc(C)c(S(=O)(=O)NC(CCC(N)=O)C(=O)O)c1 (configuration not stated) | 0
COc1ccc(CN(C(=O)c2cnccn2)C(C(=O)NC(C)(C)C)c2cc(OC)c(OC)c(OC)c2)cc1 (configuration not stated) | 1
O=C(NCC(c1cccnc1)N1CCN(c2ccc(F)cc2)CC1)c1ccccc1 (configuration not stated) | 3
O=C(Oc1cccc(NC(=O)c2ccccc2Cl)c1)c1ccc([N+](=O)[O-])cc1 | 22
O=C(CSc1nnc(-c2cccs2)o1)N1CCCc2ccccc21 | -1
CC(C)(C)c1nc2ccccc2c(=O)n1N1C(=O)c2ccccc2C1=O | 9
CC1(C)Oc2ccc(C(=O)N3CCOCC3)cc2N(CC(=O)N2CCOCC2)C1=O | -13
O=C(N1CCOCC1)N(CCN1CCOCC1)Cc1cccc(Cl)c1 | -2
COC(=O)c1ccccc1OCCCOc1ccc(C=O)cc1OC | -10
COc1ccc2nc(SCC(=O)N3CC(=O)Nc4ccccc43)c(C#N)cc2c1 | -1
COc1cccc(OCCCOc2ccc([N+](=O)[O-])cc2Cl)c1 | 3
O=C(Nc1ncc(Cl)cn1)c1cccs1 | -6
CC(=O)NC(CCS(C)(=O)=O)C(=O)Nc1ccccc1Cl (configuration not stated) | -4
CCOC(=O)C1=C(C)N(CCO)C(=O)NC1c1cccc(O)c1 (configuration not stated) | -4
COc1ccc(C(=O)/C=C(\C)NCc2ccc3c(c2)OCO3)cc1 | -4
CCn1c(-c2ccccc2Cl)nn(CC(=O)Nc2cc(Cl)ccc2Cl)c1=S | 9
Cc1cc(C(=O)CSc2nn3c(=O)c(C(C)(C)C)nnc3s2)c(C)n1-c1ccc(F)cc1 | 10
CCC(C(=O)Nc1cccc(C(F)(F)F)c1)c1ccccc1 (configuration not stated) | 1
CC1CN(C(=O)CSc2nnc3c(Cl)cc(Cl)cn23)CC(C)O1 (configuration not stated) | 10
N#CC(C(=O)NC1CC1)c1nc2ccccc2nc1N1CCCC1 (configuration not stated) | 3
NC(=O)c1sc2nc(N3CCOCC3)c3c(c2c1N)CCCC3 | 14
Cc1ccc(Nc2nc(N)nc(CSc3nnc(-c4ccncc4)o3)n2)cc1 | 27
CCOc1cccc(-c2nnc3sc(COc4ccc(C)cc4)nn23)c1 | -4
CC(=O)NC(CCS(C)(=O)=O)C(=O)Nc1nccs1 (configuration not stated) | 1
CCCCn1nnc(NC(=O)c2cc3ccccc3o2)n1 | 5
CN(C)c1ccnc(-n2cccc2/C=N/OCc2cccc(F)c2)c1C#N | -10
O=C(CCCC(=O)N(CC(=O)NC1CCCC1)Cc1ccccc1)Nc1ccccn1 | 2
CC1=CC(=NOC(=O)c2cccc([N+](=O)[O-])c2)C=C(C)C1=O | -4
COC(=O)CSC1=NS(=O)(=O)c2ccccc21 | -7
Cc1[nH]c(=S)c(C#N)c(C)c1C(=O)Nc1ccccc1 | 0
C=CCNC(=O)CCCOc1ccc(C)cc1 | -12
Cc1[nH]n(C(N)=S)c(=O)c1C(c1ccccc1)C(C#N)C#N (configuration not stated) | 4
C=CCNC(=S)NNC(=O)CCC(O)CCCCC (configuration not stated) | -6
CCn1c(COc2cccc(C)c2)nnc1SCC(=O)Nc1cccc(C(=O)O)c1 | -6
CCc1ccc(/C=C/C(=O)c2c(C)cc(C)[nH]c2=O)cc1 | 2
Cc1cc(OCC(C)C)ccc1/C(O)=C1/C(=O)C(=O)N(Cc2cccnc2)C1c1ccncc1 (configuration not stated) | -5
Following part:
SMILES | Artemis endo inh
Cc1ccc(N(C(C)C(=O)Nc2ccc(S(=O)(=O)N3CCOCC3)cc2)S(C)(=O)=O)cc1C (configuration not stated) | -17
CC(=O)Nc1ccc(NCC(O)COc2ccccc2)cc1 (configuration not stated) | -4
CCN(CC)S(=O)(=O)c1ccc2nc(NC(=O)c3cccs3)sc2c1 | 19
Cc1cc(C)cc(NC(=S)NCc2ccc3c(c2)OCO3)c1 | 2
Cc1ccc(Oc2cc(C#N)c(C#N)cc2-n2nnc3ccccc32)cc1C | -1
CCCS(=O)(=O)N1CCC(C(=O)NCCN2CCCC2)CC1 | 2
CCOc1ccc(CNC(=S)N/N=C\c2ccc([N+](=O)[O-])cc2)cc1 | -7
CCOC(=O)CNC(=O)CSc1ncnc2c1cnn2-c1ccccc1 | -1
CC(=O)Nc1cc(NC(C)=O)cc(C(=O)OCC(=O)N2CC(C)OC(C)C2)c1 (configuration not stated) | 3
Oc1[nH]c2ccccc2c1C=Nc1ccc2c(c1)OCCO2 | 0
C=CCNC(=S)NNC(=O)C(CCCC)CC(C)O (configuration not stated) | -5
COc1ccccc1NC(=O)c1nn(-c2ccc(F)c(F)c2)ccc1=O | -1
COC(=O)c1sccc1NC(=O)Nc1ccc(Cl)c(Cl)c1 | -2
O=C1C=C(NCC2CCCO2)CC(c2ccccc2)C1 (configuration not stated) | -12
Cc1cc(Oc2ccc(=O)n(C)n2)nc(Oc2ccc(=O)[nH]n2)n1 | -4
O=S1(=O)C[C@@H](N2CCOCC2)[C@H](N2CCOCC2)C1 | -3
COc1cccc(C(=O)CN2C3=NCCCN3c3ccccc32)c1 | 6
COc1ccc(CC(=O)OCn2nnc3ccccc3c2=O)cc1 | 12
Cc1noc(C)c1S(=O)(=O)NCCN1CCN(c2ccccc2)CC1 | 5
C=CCNC(=O)c1c(Cl)cccc1Cl | -3

Arranged by molecular weight (low to high): four of the compounds above
SMILES | Artemis endo inh
O=C1C=C(NCC2CCCO2)CC(c2ccccc2)C1 (configuration not stated) | -12
C=CCNC(=S)NNC(=O)C(CCCC)CC(C)O (configuration not stated) | -5
COc1ccccc1NC(=O)c1nn(-c2ccc(F)c(F)c2)ccc1=O | -1
Cc1noc(C)c1S(=O)(=O)NCCN1CCN(c2ccccc2)CC1 | 5

Continuation.
SMILES | Artemis endo inh
CCOC(=O)CC(Nc1nc(N2CCOCC2)nc(N2CCOCC2)n1)c1ccccc1Cl (configuration not stated) | 6
Cc1nnc(-c2cnn(C)c2N)n1Cc1ccc(Cl)cc1 | -7
C=CCn1c(SCC(=O)NC2CCCCC2)nnc1C1CCCCC1 | -9
COc1ccc(C(NC(=O)c2ccco2)c2ccc(OC)c(OC)c2)cc1 (configuration not stated) | -9
Cc1nn(CC#N)c(=O)n1-c1ccccc1 | 1
CCOC(=O)c1c2n(c3ccc(O)cc13)CCC2 | 4
c1ccc2[nH]c(CN3CCN(c4ncnc5c4oc4ccccc45)CC3)nc2c1 | 8
C=CCOC(=O)C1=C(C)NC(SCC(=O)N(CC)CC)=C(C#N)C1c1ccco1 (configuration not stated) | 0
O=C(COC(=O)Cn1cnc2ccccc21)NCCc1ccccc1 | -5
COC(=O)Cc1c(C)nc2nc(Cc3ccccc3)[nH]n2c1=O | 5
CC(=O)N(/N=C1\Sc2ccccc2C1=O)c1ccccc1 | 31*
CC(C)CCOCC1CC2(CC(C)(c3csc(N)n3)OC2=O)C(=O)O1 (configuration not stated) | 2
CCN1C(=O)c2ccc(C(=O)O)cc2C1=O | 4
O=C(N1CCOCC1)N(Cc1ccco1)CC1CCCO1 (configuration not stated) | 4
O=C1Nc2ccccc2C12OCC1(CO2)COC2(OC1)C(=O)Nc1ccccc12 (configuration not stated) | -12
CC(C)Cn1c(-c2nn(C)cc2Cl)n[nH]c1=S | -9
O=C(NCCC1=CCCCC1)c1cnccn1 | 3
O=c1sc2ccccc2n1COc1ccc(Cl)cc1 | 0
CN(C)c1nc(N)nc(-c2ccco2)n1 | 3
CCCNC(=O)N1CCN(c2ncccn2)CC1 | -6
CCOC(=O)c1cccc(Nc2nc(-c3cccnc3)nc3ccccc23)c1 | 9
CCC(Oc1ccccc1)C(=O)Nc1nnc(C(F)(F)F)s1 (configuration not stated) | 8
CCOC(=O)c1c(NC(=O)CSc2nnc(C)c(=O)[nH]2)sc2c1CCC2 | 6
COc1ccc(C(C)(C)C)cc1NC(=O)c1cncc(Br)c1 | 2
COC(=O)C(Cc1ccc(O)cc1)NC(=O)CCC(=O)Nc1ccc(S(N)(=O)=O)cc1 (configuration not stated) | -5
Cc1c(NC(=O)C(C)N2C(=O)c3ccccc3C2=O)c(=O)n(-c2ccccc2)n1C (configuration not stated) | 3
CC(C)(C)C(=O)Cn1ncc(NC2CC2)c(Br)c1=O | -6
COC(=O)c1c(C)oc2ccc(OC(=O)N3CCOCC3)cc12 | 0
CSc1cc(-c2ccccc2)n(Cc2c(Cl)cccc2Cl)c(=O)c1C#N | -4
S=C1NCCOCCOCCOCCN1 | -1
Cc1onc(-c2ccccc2)c1C(=O)Nc1cccnc1 | 8
CCOC(=O)c1ccc2c(c1)nc(SC/C(O)=C(\C#N)c1nc3ccccc3[nH]1)n2CC | 26
Cc1ccccc1NC(=O)/C(=C/c1ccccc1)c1ccccc1 | 2
CCOC(=O)c1cccc(NC(=O)CN(C)S(=O)(=O)c2cnc[nH]2)c1 | 1
O=c1[nH]c(CCl)nc2cc(-c3ccc(Cl)cc3)sc12 | 18
Cc1onc(-c2ccccc2Cl)c1C(=O)Oc1cc(N)n(S(=O)(=O)c2ccc(F)cc2)n1 | 10
Cc1ccc(NC(=O)c2ccc(CSc3nnc(-c4ccncc4)n3C)cc2)c(C)c1 | 15
COc1ccc(C(=O)C2CCCCC2=O)cc1 (configuration not stated) | -7
CC1=CCC2C(=O)N(c3ccc4ccccc4n3)C(=O)C2C1 (configuration not stated) | -2
